Assay outcomes deposited in PubChem by National Center for Advancing Translational Sciences (NCATS).
A350 fluor = compounds fluorescent in Alexa 350 spectral region; 11% of 59,000 active; max dye-equivalent concentration, M; AID 590; Compound autofluorescence, 340/450 nm, Alexa 350 dye-equivalents; hits give high values; in the data active = max dye-equivalent concentration above about 10 nM; inconclusive = mostly about 1.1 nM to 9.6 nM
TexasRed autofl = compound fluoresces in the Texas Red spectral region; Compound fluorescence, Texas Red channel, 547/618 nm; hits give high values; max dye-equivalent concentration, M; 0.06% of 59,000 active; in the data active = max dye-equivalent concentration above about 10 nM; inconclusive = between about 1.1 nM and that limit
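Fluorescence at ex 547/em 618 nm, normalized against an on-plate Texas Red standard series to give dye-equivalent concentration per compound concentration. Buffer 100 mM Tris, pH 8.0; 15 min RT incubation before CCD imaging.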
4-MU autofl = compounds fluorescent in 4-MU spectral region; compound autofluorescence, 340/450 nm, 4-MU equivalents; hits give high values; max dye-equivalent concentration, M; 11% of 59,000 active; in the data active = max dye-equivalent concentration above about 10 nM; inconclusive = mostly about 1.1 nM to 9.6 nM
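Compounds in 100 mM Tris, pH 8.0, sat 15 min at room temperature before fluorescence was read at 340 nm excitation/450 nm emission; a per-plate six-point 4-MU standard curve converted signals to dye-equivalent concentration at each compound concentration.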
Fluorescein autfl = compound fluoresces in the fluorescein spectral region; Compound autofluorescence, 480/540 nm, fluorescein-equivalent; hits give high values; max fluorescein-equivalent concentration, M; 0.91% of 59,000 active; in the data active = max fluorescein-equivalent concentration above about 10 nM; inconclusive = between about 1.1 nM and that limit
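Normalized response (dye-equivalent concentration) derives from comparing each well's 540 nm emission, under 480 nm excitation, with plate-resident fluorescein standards. Compounds were held in 100 mM Tris, pH 8.0, for 15 min at room temperature.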
Casp7 inh = allosteric or competitive inhibitors of human caspase-7; P55210; recombinant caspase-7, Ac-DEVD-AFC fluorescence rate; Potency, µM (highest dose often 57.5 µM), without a hit: top-dose activity change, negative = inhibition, hits mostly inhibitors; 0.02% of 75,000 active; active = well fitted inhibition curve with a large enough effect in the main read-out, with a control signal flat, not every such curve was filed as active; inconclusive = small, poorly fitted or top-dose-only effect, or a change in a side signal; also: potency is read from the fitted curve at half-maximal effect; % of control where 0% means no effect
Target sequence (P55210 24-198 limits assumed): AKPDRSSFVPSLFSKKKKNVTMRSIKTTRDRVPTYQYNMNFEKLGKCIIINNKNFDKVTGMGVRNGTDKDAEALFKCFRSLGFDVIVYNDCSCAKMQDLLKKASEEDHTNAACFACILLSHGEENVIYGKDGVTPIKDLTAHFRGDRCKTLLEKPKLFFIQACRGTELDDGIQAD
Target sequence (P55210 207-303 limits assumed): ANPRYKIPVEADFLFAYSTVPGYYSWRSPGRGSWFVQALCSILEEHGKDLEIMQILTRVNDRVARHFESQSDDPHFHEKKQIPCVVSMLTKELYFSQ
Tau fil binding = tau filament binding. AID 596. 2% of 71,000 active. Potency, µM (series often up to 57.1 µM), without a hit: at the highest dose activity change, negative = inhibition. P10636. recombinant tau filaments, thioflavin S fluorescence, 15 h; filaments grown with octadecylsulfate alongside compound;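 also: potency is read from the fitted curve at half-maximal effect; % is scaled to controls: 0 for no effect and ±100 for the full control effect; actives lower thioflavin S fluorescence by blocking filaments or displacing dye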
Target sequence (P10636 whole entry, looked up): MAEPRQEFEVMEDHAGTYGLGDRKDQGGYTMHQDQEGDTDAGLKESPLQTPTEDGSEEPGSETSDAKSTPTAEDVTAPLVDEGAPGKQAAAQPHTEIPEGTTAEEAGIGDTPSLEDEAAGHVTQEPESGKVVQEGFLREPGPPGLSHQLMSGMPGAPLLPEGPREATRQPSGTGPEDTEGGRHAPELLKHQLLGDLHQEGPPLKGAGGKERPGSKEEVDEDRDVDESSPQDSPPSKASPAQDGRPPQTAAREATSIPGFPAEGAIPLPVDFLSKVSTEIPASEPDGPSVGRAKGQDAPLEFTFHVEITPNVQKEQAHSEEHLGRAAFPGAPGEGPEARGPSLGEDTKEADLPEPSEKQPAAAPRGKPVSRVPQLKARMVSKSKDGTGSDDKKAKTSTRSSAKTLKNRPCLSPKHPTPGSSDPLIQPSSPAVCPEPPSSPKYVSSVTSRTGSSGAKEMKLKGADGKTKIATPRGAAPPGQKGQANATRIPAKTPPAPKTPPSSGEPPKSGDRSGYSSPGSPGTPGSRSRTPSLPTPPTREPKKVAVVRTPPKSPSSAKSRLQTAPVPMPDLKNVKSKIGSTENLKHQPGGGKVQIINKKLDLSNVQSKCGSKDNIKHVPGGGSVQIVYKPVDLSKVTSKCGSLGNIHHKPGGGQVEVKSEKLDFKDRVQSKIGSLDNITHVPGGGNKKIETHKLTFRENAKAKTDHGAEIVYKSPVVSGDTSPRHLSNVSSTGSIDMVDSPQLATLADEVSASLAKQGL
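Read-out: ThS fluorescence, 450 nm excitation/510 nm emission; lower signal marks blocked filament formation or displaced dye. Tau at 1 uM with 30 uM ODS, 10 uM ThS, 5 mM DTT, 100 mM NaCl, 10 mM HEPES pH 7.4; 15 h, 37 C.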
HEK293 cAMP cs = raises cAMP in parental HEK293 cells, TSHR agonist counter-screen | parental HEK293 CNG cAMP sensor, membrane potential fluorescence | Potency, µM (doses to about 57.1 µM), without a hit: top-dose activation, usual class: activators | 2.5% of 73,000 active | AID 938; also: potency is read from the fitted curve at half-maximal effect; % of control where 0% means no effect; nearly all actives have a fitted effect of over 55% in size
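Counterscreen for endogenous-receptor signalling: CNG-channel HEK 293 cells report cAMP rise by membrane depolarization. After 60 min dye equilibration with 100 uM RO 20-1724, compounds incubated 30 min before bottom-read fluorescence at 590 nm.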
Caspase-1 inhib = blocks human caspase-1 allosterically or competitively | 0.03% of 75,000 active | Caspase-1 enzyme, Ac-WEHD-AFC fluorogenic rate | P29466 | Potency, µM (series often up to 57.5 µM), for the others: at the top dose activity change, negative = inhibition, hits mostly inhibitors | AID 900;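 also: potency is read from the fitted curve at half-maximal effect; plate controls were vehicle for no effect and no substrate for full effect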
Rhodamine fluor = compound autofluorescence in rhodamine spectral region. Rhodamine-region fluorescence, 547/598 nm, Tris buffer; hits give high values. max dye-equivalent concentration, M. 0.05% of 59,000 active. AID 594; in the data active = max dye-equivalent concentration above about 11 nM; inconclusive = between about 1.1 nM and that limit
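Steps: pin-transfer compounds into pH 8.0 Tris (100 mM), hold 15 min at room temperature, image with a 547/598 nm filter pair, and convert intensities to rhodamine-equivalent concentration using a six-point on-plate rhodamine series.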
ERK AVP inh = blocks ERK signaling stimulated by vasopressin | HEK293-V1b, vasopressin-stimulated pERK AlphaScreen | Potency, µM (highest dose often 57.5 µM), without a hit: at the highest dose activity, negative = inhibition, most hits filed as inhibitors | 0.99% of 72,000 active; also: potency is read from the fitted curve at half-maximal effect; % is scaled to controls: 0 for no effect and ±100 for the full control effect; nearly all actives have a fitted effect of over 55% in size
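V1b-HEK293 cells; cpd 30 min 37C; 25 nM vasopressin 5 min; lyse 10 min; AlphaScreen beads 5 hr RT. Normalized to DMSO basal and 25 nM vasopressin; AC50 by Hill fit.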
FLuc inh = firefly luciferase inhibition | P08659 | purified firefly luciferase, luminescence, 8 min | Potency, µM (titrated, usually from 57.1 µM), for the others: at the highest dose activity change, negative = inhibition, most hits filed as inhibitors | 2.2% of 72,000 active | AID 411; also: potency is read from the fitted curve at half-maximal effect; % is scaled to controls: 0 for no effect and ±100 for the full control effect; nearly all actives have a fitted effect of over 40% in size
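Here, luciferase activity is measured as luminescence following an 8 min room-temperature reaction at 10 uM ATP, pH 7.2. Every library sample is titrated.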
Starred values were filed as active, the others as inactive; i = inactive; ? = inconclusive; nt = not tested or not shown; & = joins results of further samples; [ ] = dose if it differs, or a comment. Unless noted, calls follow the shape of the dose curve; as a rule, active = well fitted curve in the direction sought with a large enough effect; inconclusive = small, poorly fitted or top-dose-only effect, or another doubt; inactive = no such curve, though single readings can be large; an effect the other way counts as inactive or inconclusive.

cpd	canonical_smiles	A350 fluor	TexasRed autofl	4-MU autofl	Fluorescein autfl	Casp7 inh	Tau fil binding	HEK293 cAMP cs	Caspase-1 inhib	Rhodamine fluor	ERK AVP inh	FLuc inh
1	C[C@H]1[C@H](C)CC[C@]2(C(=O)O)CC[C@]3(C)C(=CC[C@@H]4[C@]5(C)C[C@H](O)[C@@H](O)[C@@](C)(CO)[C@@H]5[C@H](O)C[C@@]43C)[C@H]12	i	i	i	?	-4%[11.5 µM]	7%[11.4 µM]	?	-1%[11.5 µM]	i	4%[11.5 µM]	-2%[11.4 µM]
2	Cc1ccc(N(C(=O)Cn2nnc3ccccc32)C(C(=O)NC2CCCCC2)c2cn(C)nc2C)cc1 (stereo not given)	i	?	i	i	0%	4%	24%	1%	i	20%	0%
3	CSc1c(C#N)c(N)c(C#N)c2c1COC(C)(C)C2	1e-06M*	i	9.4e-07M*	?	-12%	-5%	21%	-6%	i	-26%	1%
4	CCCN1C2CCCC1CC(NC(=O)c1cc(OC)c(OC)c(OC)c1)C2 (stereo not given)	i	?	i	?	-2%	3%	?	2%	i	11%	3%
5	Cc1ccccc1NS(=O)(=O)c1cc(C(=O)NCc2ccco2)ccc1C	i	i	i	i	-1%	-4%	7%	0%	i	?	0%
6	Cc1cc(C(F)(F)F)n2nc(C(=O)O)c(Cl)c2n1	i	i	i	?	0%	14%	3%	5%	i	-5%	2%
7	CCOC(=O)CN1CC23C=CC(O2)C(C(=O)Nc2ccc(C(C)=O)cc2)C3C1=O (stereo not given)	nt	nt	nt	nt	-5%	8%	2%	3%	nt	-1%	2%
8	Cc1cc(=O)[nH]c(SCC(=O)Nc2ccc(Br)cn2)n1	i	i	i	i	1%	8%	1%	1%	i	-7%	3%
9	COc1cc(NC(=O)CN(c2cc(C)cc(C)c2)S(=O)(=O)c2c(C)noc2C)cc(OC)c1	nt	nt	nt	nt	-5%	85%	2%	-2%	nt	-2%	1%
10	COc1ccc(NC(=O)C2CCN(C(=O)NC3CCCCC3)CC2)c(OC)c1	i	i	i	?	1%	-28%	2%	-3%	i	-19%	1%
11	COc1ccc(CCn2c(NCCCN3CCOCC3)nc3c2c(=O)[nH]c(=O)n3C)cc1	?	i	i	?	0%	-10%	11%	0%	i	-4%	-1%
12	Cn1c(=O)c2cc(S(=O)(=O)NCCC(=O)NCCc3ccc(Cl)cc3)ccc2n(C)c1=O	?	i	i	i	0%	-9%	1%	-1%	i	-24%	2%
13	COc1ccc(OC)c(C(C)NC(=O)c2ccco2)c1 (stereo not given)	nt	nt	nt	nt	0%	13%[11.4 µM]	11%[11.4 µM]	0%	nt	-8%	-1%
14	CC(C)NS(=O)(=O)c1ccc(CCC(=O)NCc2ccco2)cc1	i	?	i	?	-1%	8%	1%	2%	i	4%	1%
15	COc1ccc(C)cc1S(=O)(=O)N1CCN(Cc2ccccc2)CC1	i	i	i	?	5%	3%	-1%	-1%	i	15%	3%
16	COC(=O)[C@@H](NC(=O)NCc1ccccc1Cl)C(C)C	i	i	i	i	1%	-1%	15%	0%	i	9%	0%
17	COc1nc(-c2ccccc2)ccc1-c1noc(-c2cccs2)n1	2.3e-08M*	i	2.9e-08M*	?	-8%	87%	19%	-6%	i	0%	-2%
18	O=C(CSc1nnc(-c2cccnc2)n1C1CCCCC1)NC1CCCCC1	i	i	i	i	0%[0.00368 µM]	-1%	6%	1%	i	1%	4%
19	O=C(NCC1CCCO1)C1CCN(C(=O)c2ccc(Br)cc2)CC1 (stereo not given)	i	i	i	i	0%	-5%	4%	-3%	i	-10%	0%
20	CCCCC(=O)NC(Nc1cc(C)ccn1)(C(=O)OCC)C(F)(F)F (stereo not given)	?	i	i	i	0%	-12%	6%	-2%	i	-7%	1%
21	CCOC(=O)C1CCN(CC(=O)N2C(C)CCCC2C)CC1 (stereo not given)	i	i	i	i	-7%	-9%	8%	0%	i	1%	3%
22	O=C(c1cc(Cl)cc(Cl)c1)N1CCOCC1	i	i	i	i	0%	3%	15%	-2%	i	-10%	4%
23	COC(=O)C(C)NC(=O)C12CC3CC(CC(C3)C1)C2 (stereo not given)	i	?	i	?	-4%	0%	-3%	3%	i	-8%	1%
24	CC(C)=CCc1c2c(c3occ(-c4ccc(O)c(O)c4)c(=O)c3c1O)C=CC(C)(C)O2	i	?	i	?	?	3.2µM*	8%[11.4 µM]	0%[11.5 µM]	i	?	2%[11.4 µM]
25	COCCCNC(=O)COc1ccc(S(=O)(=O)Nc2ccccc2)cc1	i	i	i	i	0%	4%	4%	2%	i	-10%	8%
26	O=C1CSC(c2cn(-c3ccccc3)nc2-c2ccc3c(c2)OCCO3)N1CCN1CCOCC1 (stereo not given)	i	i	i	?	-2%	3%	17%	-4%	i	?	3%
27	Cc1c(C=NCCOCc2ccccc2)cnn1C	i	i	i	i	nt	nt	nt	nt	i	nt	2%[25.5 µM]
28	Cc1nc2ccccn2c1C(=O)NCc1cccnc1	i	i	i	?	-4%	-3%	-3%	2%	i	-3%	2%
29	C(=N/Nc1ccccn1)/c1cccnc1	i	i	i	i	2%[11.5 µM]	-4%[11.4 µM]	-4%[11.4 µM]	-4%[11.5 µM]	i	-13%[11.5 µM]	2%[11.4 µM]
30	Cc1nnc(OCc2nc3ccccc3n2C)c2ccccc12	nt	nt	nt	nt	-1%	16%	-20%	-3%	nt	-16%	-2%

Molecules listed so far containing a furan ring, fused or not, in the order listed:
cpd	canonical_smiles	A350 fluor	TexasRed autofl	4-MU autofl	Fluorescein autfl	Casp7 inh	Tau fil binding	HEK293 cAMP cs	Caspase-1 inhib	Rhodamine fluor	ERK AVP inh	FLuc inh
5	Cc1ccccc1NS(=O)(=O)c1cc(C(=O)NCc2ccco2)ccc1C	i	i	i	i	-1%	-4%	7%	0%	i	?	0%
13	COc1ccc(OC)c(C(C)NC(=O)c2ccco2)c1 (stereo not given)	nt	nt	nt	nt	0%	13%[11.4 µM]	11%[11.4 µM]	0%	nt	-8%	-1%
14	CC(C)NS(=O)(=O)c1ccc(CCC(=O)NCc2ccco2)cc1	i	?	i	?	-1%	8%	1%	2%	i	4%	1%

(continued)
cpd	canonical_smiles	A350 fluor	TexasRed autofl	4-MU autofl	Fluorescein autfl	Casp7 inh	Tau fil binding	HEK293 cAMP cs	Caspase-1 inhib	Rhodamine fluor	ERK AVP inh	FLuc inh
31	N#CCCSc1ncnc2c1oc1ccccc12	5.2e-08M*	i	3.1e-08M*	i	-2%	3%	6%	-2%	i	-34%	2%
32	Cc1oc(C(=O)O)cc1COc1ccc2c3c(c(=O)oc2c1C)CCCC3	nt	nt	nt	nt	-5%	16%[11.4 µM]	7%[11.4 µM]	-5%	nt	9%	1%
33	Cc1ccc(CNC(=O)CCCn2c(=O)c3ccccc3n(CC(=O)NC3CCCC3)c2=O)cc1	i	i	i	i	0%	12%	17%	1%	i	-8%	2%
34	CC(C)N(Cc1nc(-c2ccc(Cl)cc2)no1)C(=O)CCCN1C(=O)c2ccccc2C1=O	nt	nt	nt	nt	-5%	40%	?	-5%	nt	-11%	0%
35	CN(C)/C=C1\N=C(c2ccc(Cl)cc2Cl)OC1=O	?	i	?	?	nt	nt	nt	nt	i	nt	-2%[25.5 µM]
36	COC(=O)C1=C(N)Oc2cc(C)n(Cc3ccco3)c(=O)c2C1c1cccc(Cl)c1 (stereo not given)	i	?	i	i	-1%	261%	?	-2%	i	-2%	-1%
37	CC(C)C[C@H](NC(=O)Nc1ccc(S(N)(=O)=O)cc1)C(=O)O	?	i	?	i	-4%	1%	11%	-2%	i	0%	0%
38	CCNC(=O)N(C(=O)NCC)n1c(C)nnc1C	i	i	i	i	nt	nt	nt	nt	i	nt	0%[25.5 µM]
39	COC(=O)Cn1nc(-c2ccc(C)c(S(=O)(=O)N(C)C)c2)c2ccccc2c1=O	nt	nt	nt	nt	1%	-6%[11.4 µM]	14%[11.4 µM]	-10%	nt	-12%	-3%
40	c1ccc(-c2nc(NCc3cccnc3)c3oc4ccccc4c3n2)cc1	i	i	i	?	-3%	100%	19%	-3%	i	?	-6%
41	CC(C)C(NC(=O)OCc1ccccc1)C(=O)OCC(=O)NCc1ccco1 (stereo not given)	i	i	i	?	-8%	-13%	6%	-1%	i	13%	2%
42	Cc1ccc(C(=O)Nc2ccc3c(c2)nc2n3CCSC2)cc1	i	?	i	?	-2%	-2%	-8%	-3%	i	-14%	7.9µM*
43	CC(=O)c1c(NCc2ccccc2)nc(=O)n(-c2ccccc2)c1C	nt	nt	nt	nt	-1%	-3%	13%	0%	nt	32%[activator]	0%
44	CCC(Sc1nc2cc3c(cc2c(=O)n1Cc1ccco1)OCO3)C(=O)Nc1ccccc1OC (stereo not given)	i	i	i	i	0%	4%	22%	0%	i	8%	3%
45	CCOC(=O)c1cnn(-c2cccc(Cl)c2)c1N	i	i	i	?	0%	-3%	4%	0%	i	13%	-2%
46	CCCc1c(O)nc(SCCN(CCC)CCC)[nH]c1=O	i	i	i	i	1%	-4%	?	1%	i	-5%	-1%
47	Cc1nc(SCC(=O)Nc2cc(C)on2)c2c(=O)n(C)c(=O)n(C)c2n1	nt	nt	nt	nt	-2%	8%	3%	-3%	nt	nt	3%
48	CCn1c(-c2ccco2)nc2ccccc21	?	i	?	i	-11%	-3%	14%	-6%	i	-11%	-24%
49	NCCCCC(=O)O	i	?	i	i	0%&0%	-10%	-8%	2%&10%	i	6%&-1%	0%

Not all compounds are listed, so the mix of outcomes need not match the whole.
